Assay outcomes from PubChem.
GRIN3A LBD mod: binders of NR3A ligand-binding domain, primary screen, biophysical, differential scanning fluorimetry, uHTS | 2.5% of 340,000 active | NR3A LBD differential scanning fluorimetry, Tm shift; 0% = protein alone, 100% = glycine-bound protein | Glutamate receptor ionotropic, NMDA 3A (GRIN3A) ligand-binding domain | Tm shift relative to glycine control, % at 25 µM;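 active = melting temperature shift of at least 10% of the positive control shift, at one fixed dose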
mIAP block: inhibitors of mouse IAP, primary screen, biochemical, luminescence, uHTS; inhibition, % at 10 µM; intestinal alkaline phosphatase [Mus musculus]; purified mouse IAP, CDP-Star luminescence, 30 min; 0.2% of 330,000 active;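 active = inhibition of at least 40% at 10 µM in the primary screen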;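 also: plate controls were DMSO with enzyme for no effect and no enzyme wells for full effect; values of inactives mirror those of a sister screen read the other way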
hIAP inh: human IAP inhibitors, primary screen, biochemical, luminescence, uHTS | Intestinal-type alkaline phosphatase (Homo sapiens), P09923 | purified IAP, CDP-Star luminescence, 30 min | AID 2544, 2010 | 0.12% of 330,000 active | inhibition, % at 10 µM;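 active = inhibition reaching a set limit with compound at 10 µM in the primary screen, cut at about 35% in these data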;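 also: plate controls were DMSO wells with enzyme for no effect and no-enzyme buffer wells for full effect; values of inactives mirror those of a sister screen read the other way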
Target sequence (P09923 whole entry, looked up): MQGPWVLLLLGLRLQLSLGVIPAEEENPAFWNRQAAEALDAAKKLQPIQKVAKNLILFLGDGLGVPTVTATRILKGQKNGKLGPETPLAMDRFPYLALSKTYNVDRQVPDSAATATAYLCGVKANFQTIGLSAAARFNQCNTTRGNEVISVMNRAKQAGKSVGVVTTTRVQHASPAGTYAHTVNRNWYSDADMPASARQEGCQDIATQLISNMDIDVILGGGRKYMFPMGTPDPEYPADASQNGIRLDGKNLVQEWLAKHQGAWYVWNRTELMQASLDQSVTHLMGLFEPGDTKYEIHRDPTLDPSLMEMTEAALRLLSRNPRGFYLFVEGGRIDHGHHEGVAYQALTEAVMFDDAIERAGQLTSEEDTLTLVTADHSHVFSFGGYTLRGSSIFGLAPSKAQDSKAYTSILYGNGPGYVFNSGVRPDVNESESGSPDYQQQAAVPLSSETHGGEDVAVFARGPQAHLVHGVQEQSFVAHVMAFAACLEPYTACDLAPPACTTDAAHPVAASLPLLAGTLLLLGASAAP
A3G deaminase: APOBEC3G DNA deaminase inhibitors, primary screen, biochemical, fluorescence, single-stranded DNA substrate, uHTS; inhibition, % at 20 µM; 0.28% of 330,000 active; recombinant A3G, ssDNA deamination FAM/TAMRA fluorescence;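 active = inhibition of at least 40% at 20 µM, with no more than 30% in the related APOBEC3A deaminase screen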;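 also: plate controls were DMSO wells with A3G for no effect and wells lacking A3G enzyme for full effect; some compounds called inactive have numbers as strong as hits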
Target sequence (Q9HC16 whole entry, looked up): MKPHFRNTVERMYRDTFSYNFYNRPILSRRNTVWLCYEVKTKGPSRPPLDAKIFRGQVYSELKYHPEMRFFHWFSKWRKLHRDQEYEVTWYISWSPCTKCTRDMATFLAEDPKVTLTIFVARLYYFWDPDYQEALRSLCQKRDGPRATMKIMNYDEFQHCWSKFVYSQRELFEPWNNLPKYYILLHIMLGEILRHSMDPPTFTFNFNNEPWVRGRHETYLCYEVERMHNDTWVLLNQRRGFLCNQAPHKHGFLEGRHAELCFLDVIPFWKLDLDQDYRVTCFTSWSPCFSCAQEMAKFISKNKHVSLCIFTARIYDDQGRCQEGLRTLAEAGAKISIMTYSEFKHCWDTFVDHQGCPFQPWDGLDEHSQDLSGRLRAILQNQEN
MPTP block: mitochondrial permeability transition pore inhibitors, primary screen, biochemical, isolated mouse mitochondria, absorbance; inhibition, % at 10 µM; AID 602449, 2012; Ca2+ swelling absorbance, 30 min; 1.4% of 360,000 active;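 active = inhibition of 50% or more, scaled per plate between neutral and stimulator controls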;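 also: 0% = DMSO wells given calcium and 100% = 1 mM EGTA wells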
mIAP activ: activators of mouse IAP, primary screen, biochemical, luminescence, uHTS | intestinal alkaline phosphatase [Mus musculus] | muIAP, CDP-Star luminescence, 30 min; hits give high values; 1 = vehicle-only enzyme signal, 0 = enzyme-free wells | activation factor at 10 µM | 0.24% of 330,000 active;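 active = activation factor of at least 2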; also: the source names both 10 and 20 µM as test concentration; values of inactives mirror those of a sister screen read the other way
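Assay system: mouse IAP enzyme / Compound: DMSO-dissolved test compounds / Timing: 30 min, room temperature / Measured by: luminescence from enzymatic CDP-Star hydrolysis / Control set: DMSO-only wells, enzyme-free buffer wells as negative control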
MIN6 prolif: inducers of MIN6 beta-cell proliferation, primary screen, ATP luminescence, uHTS. proliferation, % at 10 µM. MIN6 cells proliferation, ATPlite luminescence, 48 h; cells starved in 0.2% serum; 100% = growth in 10% serum. AID 2380, 2010. 0.29% of 330,000 active;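 active = compounds whose signal lies at least 3.5 SD above the mean of all wells on their plate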;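 also: 0% = DMSO-treated cells in low-serum medium and 100% = 10% serum control; some compounds called inactive have numbers as strong as hits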
hIAP act: human IAP activators, primary screen, biochemical, luminescence, uHTS; purified human IAP, CDP-Star luminescence, 30 min; hits give high values; 1 = vehicle-only enzyme, 0 = enzyme-free background; AID 2524, 2010; Intestinal-type alkaline phosphatase (Homo sapiens), P09923; activation factor at 10 µM; 0.16% of 330,000 active;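 active = activation factor of the enzyme at least 2-fold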; also: the source names both 10 and 20 µM as test concentration; values of inactives mirror those of a sister screen read the other way
APOBEC3A inh: APOBEC3A ssDNA deaminase inhibitors, primary screen, selectivity assay for APOBEC3G inhibitor project, biochemical, FAM/TAMRA oligo cleavage fluorescence | recombinant A3A, FAM/TAMRA ssDNA deamination fluorescence | inhibition, % at 20 µM | 0.41% of 330,000 active | DNA dC->dU-editing enzyme APOBEC-3A (Homo sapiens), P31941;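 active = at least 40% inhibition at 20 µM here, with at most 30% in a related deaminase screen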;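 also: plate controls were A3A with DMSO for no effect and wells lacking A3A enzyme for full effect; some results filed as inactive read as strong as hits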
Target sequence (P31941 whole entry, looked up): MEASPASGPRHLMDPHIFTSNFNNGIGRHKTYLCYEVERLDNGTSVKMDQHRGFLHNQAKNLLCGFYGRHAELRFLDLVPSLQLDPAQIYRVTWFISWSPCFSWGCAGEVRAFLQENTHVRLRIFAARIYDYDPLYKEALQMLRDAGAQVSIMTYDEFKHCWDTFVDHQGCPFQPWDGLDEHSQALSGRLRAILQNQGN
* = called active by the depositor; x = no result given. An unsorted share of the library, and some 5% of all compounds hit somewhere here.

SMILES	GRIN3A LBD mod	mIAP block	hIAP inh	A3G deaminase	MPTP block	mIAP activ	MIN6 prolif	hIAP act	APOBEC3A inh
O=C(CSc1ncn[nH]1)NC1CC2CCC1C2 (stereo not given)	-0.2	-5.4	-15.2	-3.0	0.4	1.05	-3.4	1.15	-5.2
CC(O)c1nc2ccccc2n1CC(=O)N1CCN(c2ccccc2)CC1 (stereo not given)	-1.5	3.7	-7.0	2.6	-0.4	0.963	-1.7	1.07	11.8
Cc1ccc(C(=O)N2C3=C(CCCC3)C(=O)NC23CCCCC3)cc1	-2.0	-13.3	10.4	-4.0	-3.7	1.13	-1.0	0.896	0.3
COC(=O)c1ccccc1NCC(=O)c1ccc(OC)cc1	0.4	10.2	-3.0	-13.2	0.0	0.898	-2.1	1.03	-4.0
O=C(CN1C(=O)NC2(CCCC2)C1=O)OCc1ccccc1	0.3	9.4	8.3	-10.0	-0.6	0.906	-0.1	0.917	-1.4
Cc1nn(Cc2ccccc2)c(C)c1C(=O)NCCN1C(=O)S/C(=C\c2ccccc2)C1=O	-8.7	5.3	4.0	-3.3	3.1	0.947	0.0	0.96	1.7
C=CCNC(=O)C1CCN(S(=O)(=O)CC)CC1	-5.7	-6.3	9.1	-4.1	-0.3	1.06	-1.5	0.909	2.4
Cc1ccc(S(=O)(=O)Nc2nc(C)cc(NN)n2)cc1	0.5	3.3	-19.7	-0.9	0.2	0.967	-2.7	1.2	4.2
CCn1c(N2CCN(C(=O)c3ccco3)CC2)nc2ccccc21	0.2	-8.7	-13.9	-3.5	-1.1	1.09	-1.1	1.14	-3.3
COc1ccccc1Oc1ccc(S(=O)(=O)N2CCN(C)CC2)cc1	-0.4	-6.6	6.1	-7.8	4.9	1.07	0.6	0.939	1.8
COc1ccc(C(=O)Nc2ccc(S(=O)(=O)N3CCOCC3)cc2)cc1OC	-0.6	-8.7	-0.3	-2.3	-0.8	1.09	-2.1	1	-2.8
O=C(CC1C(=O)NCCN1Cc1cccc(Oc2ccccc2)c1)NCCc1cnccn1 (stereo not given)	-0.4	2.2	-5.3	-1.9	0.2	0.978	-3.3	1.05	3.5
CCOC(=O)c1c(NC(=O)CSc2nnc(-c3ccncc3)n2Cc2ccco2)sc(C)c1C	-18.3	14.1	0.1	-6.9	3.3	0.859	-3.3	0.999	-2.6
N#Cc1cc2sc3nnc(-c4ccncc4)n3c2cc1C#N	-4.1	-5.1	7.5	-0.8	-1.2	1.05	3.1	0.925	-1.5
CC1(C)Oc2ccc3ccc(=O)oc3c2/C(=C/N)C1=O	-0.3	7.1	-23.4	-5.1	1.5	0.929	3.2	1.23	-4.8
Nc1[nH]nc2c1NN(c1ccc(Cl)cc1Cl)N2	-1.5	18.1	-47.4	2.1	-0.8	0.819	-1.6	1.47	3.7
Cc1nn(Cc2ccccc2Cl)c(C)c1NC(=O)CSc1n[nH]c(C)c1[N+](=O)[O-]	x	9.9	-6.8	-10.2	x	0.901	-1.8	1.07	-9.0
COCCn1c(SCC(=O)Nc2ccc(C(C)=O)cc2)nc2c([nH]c3ccccc32)c1=O	-13.9	3.6	-2.2	-6.4	-0.1	0.964	3.9	1.02	-4.8
COC(=O)[C@H](Cc1ccccc1)NC(=O)NCc1ccc(S(N)(=O)=O)cc1	1.8	8.4	-17.0	-1.1	0.6	0.916	-3.9	1.17	-3.6
NNC(=O)CNC(c1ccccc1)c1cc(Br)ccc1NC(=O)c1cccc(Cl)c1 (stereo not given)	-4.3	5.4	-7.8	-3.6	0.1	0.946	-4.8	1.08	-3.9
Cc1oc(-c2cc3c(cc2Cl)OCO3)nc1CN1CCCC(C(=O)N2CCOCC2)C1 (stereo not given)	-1.0	-16.3	-10.3	-7.1	-1.3	1.16	-2.9	1.1	-4.4
N/C(=N\OC(=O)COc1ccc([N+](=O)[O-])cc1)c1ccncc1	-1.0	3.3	-9.4	-6.9	-1.5	0.967	-1.8	1.09	-2.5
O=[N+]([O-])c1ccc2nc(-c3ccc(Cl)cc3)n(OCc3ccccc3)c2c1	18.2*	17.6	4.0	-4.5	88.8*	0.824	-5.8	0.96	-3.6
CC(=O)N(CC(=O)O)c1ccccc1C(=O)O	-0.8	-5.0	-2.6	1.4	-1.0	1.05	-1.8	1.03	0.8
Cc1c(OCC(=O)NC(Cc2ccc(Cl)cc2)C(=O)O)ccc2c3c(c(=O)oc12)CCCC3 (stereo not given)	-5.8	7.3	0.1	24.6	1.3	0.927	1.8	0.999	-1.9
CCOc1ncccc1C(=O)OCc1csc(CC(=O)Nc2ccccc2C)n1	-3.8	2.4	-14.3	-6.5	0.1	0.976	0.4	1.14	-1.7
CC(OC(=O)c1ncc(Cl)c(Cl)c1Cl)C(=O)NC1(C#N)CCCCC1 (stereo not given)	-1.7	-3.5	-9.4	-0.3	0.1	1.03	-7.4	1.09	11.0
O=C(NCc1ccccc1Cl)C1CCCN(S(=O)(=O)c2cccc3nsnc23)C1 (stereo not given)	1.5	-0.6	4.6	-1.3	0.8	1.01	-1.2	0.954	1.7
CCCCCCc1cc2cc(-c3nnc(-c4ccccc4O)o3)c(=O)oc2cc1O	28.6*	17.7	-32.0	-367.5	103.9*	0.823	-5.5	1.32	-159.5
CCc1ccc(OCCNC(=O)c2cccs2)cc1	-1.5	-1.3	4.1	-6.1	-0.2	1.01	-0.1	0.959	-0.7
C/C=C/C(=O)OCC(=O)Nc1cc(-c2cc(C)c(C)cc2C)nn1-c1ccccc1	-3.1	4.0	-9.6	-7.3	4.4	0.96	-4.6	1.1	-3.6
CC(C)(C)NC(=O)CSc1nc2scc(-c3ccccc3)c2c(=O)[nH]1	-7.9	-2.7	4.4	-6.7	28.6	1.03	-2.1	0.956	0.3
O=C1O/C(=C/c2ccccc2)N=C1c1ccccc1	5.1	-1.3	-2.6	-0.9	-0.3	1.01	6.0	1.03	-1.7
C/C(=N\Nc1ncc(Cl)cc1Cl)c1ccc(S(=O)(=O)NCc2ccco2)cc1	-4.8	7.4	-10.8	-5.3	0.9	0.926	-0.3	1.11	0.0
CCc1nc(SCC(=O)c2ccc(C)c(C)c2)n[nH]1	1.9	4.2	5.7	-8.8	1.5	0.958	3.0	0.943	-1.4
CCn1cnc2sc(C(=O)Oc3cccc(C)c3)c(C)c2c1=O	-9.1	1.4	6.1	-10.9	-0.9	0.986	-3.6	0.939	-4.0
CC(C)(C)c1ccc(C(CC(=O)O)NC(=O)Cc2ccc(F)cc2)cc1 (stereo not given)	x	3.2	-11.7	3.0	x	0.968	-0.9	1.12	2.3
Oc1cccnc1SCc1ccccc1	0.5	-0.2	8.9	-4.6	-0.9	1	-2.6	0.911	-2.2
COC(=O)c1ccc(/C=C/c2c(-c3ccc(OC)cc3)oc3ccccc23)cc1	2.8	2.2	14.5	-6.2	2.7	0.978	-8.0	0.855	-1.1
CCOC(=O)c1cc(NC(=O)c2ccc(C)cc2)c(=O)oc1C(F)(F)F	1.2	3.4	2.3	-5.6	-0.2	0.966	2.3	0.977	0.0
CC1(C)CC(=O)C(CO)=C(c2cccc3ccccc23)C1=O	-4.0	2.6	13.2	-1.0	0.9	0.974	-4.1	0.868	2.7
CCCN1CCN(C(=O)c2ccc3nc(CC)c(CC)nc3c2)CC1	2.6	1.9	-0.5	-1.1	0.3	0.981	1.6	1	-0.5
Cc1c(NC(=O)c2ccc(F)c(S(=O)(=O)N3CCOCC3)c2)c(=O)n(-c2ccccc2)n1C	-0.3	2.3	-11.2	4.1	-6.4	0.977	-4.3	1.11	1.7
CCc1cccc2c(=O)c(C(=O)NCCCOC)c[nH]c12	-0.2	5.3	1.9	-5.4	0.6	0.947	0.2	0.981	-0.5
C=C1CCN(Cc2ccccc2)S(=O)(=O)c2ccccc21	1.6	-0.6	-4.7	-8.5	-0.1	1.01	2.2	1.05	-1.3

Two entries from above, with each value named.
COc1ccccc1Oc1ccc(S(=O)(=O)N2CCN(C)CC2)cc1
- GRIN3A LBD mod = -0.4
- mIAP block = -6.6
- hIAP inh = 6.1
- A3G deaminase = -7.8
- MPTP block = 4.9
- mIAP activ = 1.07
- MIN6 prolif = 0.6
- hIAP act = 0.939
- APOBEC3A inh = 1.8

N#Cc1cc2sc3nnc(-c4ccncc4)n3c2cc1C#N
- GRIN3A LBD mod = -4.1
- mIAP block = -5.1
- hIAP inh = 7.5
- A3G deaminase = -0.8
- MPTP block = -1.2
- mIAP activ = 1.05
- MIN6 prolif = 3.1
- hIAP act = 0.925
- APOBEC3A inh = -1.5

Next structures follow:
SMILES	GRIN3A LBD mod	mIAP block	hIAP inh	A3G deaminase	MPTP block	mIAP activ	MIN6 prolif	hIAP act	APOBEC3A inh
Cc1ccc(S(=O)(=O)NCCC(=O)NNC(=O)c2ccccc2O)cc1C	1.0	23.5	-61.7	-3.9	-0.8	0.765	-1.8	1.62	0.6
CCOC(=O)/C(=C/C=C/c1ccccc1)NC(=O)c1ccccc1	2.2	4.8	8.1	-4.0	1.8	0.952	-3.5	0.919	2.0
CCn1c2ccccc2c2cc(C#N)c(N)nc21	-0.6	3.8	5.2	0.1	1.3	0.962	-0.8	0.948	4.1
COc1cc(/C=C(\C#N)c2nn(CCO)c(N)c2C#N)cc(OC)c1OC	-2.5	5.7	-19.4	-4.7	2.2	0.943	-2.2	1.19	-2.7
COc1ccc(CC(=O)Nc2ccc(S(=O)(=O)NC(C)C)cc2)cc1	-1.1	-1.2	-0.2	-5.6	0.4	1.01	-2.3	1	0.6
C[C@@]12CC[C@H]3OC(=O)C=C3C1CC[C@@]13CC(CCC12)[C@](CO)(O[C@H]1O[C@H](CO)[C@@H](O)[C@H](O)[C@H]1O)C3 (stereo not given in full)	0.8	4.1	3.0	-0.8	1.4	0.959	-3.5	0.97	1.7
COc1cccc(C(=O)OCC(=O)NCc2ccc3c(c2)OCO3)c1OC	-0.9	5.7	-2.0	-4.3	-0.6	0.943	6.3	1.02	0.5
CN(CC(=O)Nc1ccccc1Cl)C(=O)c1ccccc1SCC(=O)N1CCCC1	-1.3	-1.2	-21.4	-6.8	0.2	1.01	-1.1	1.21	-0.7
COc1ccc(NC(=O)C2CCCN(S(=O)(=O)c3cnc[nH]3)C2)cc1 (stereo not given)	-2.5	2.3	9.3	-1.5	-1.9	0.977	0.9	0.907	1.2
COc1ccc(-c2cc(C(=O)Nc3ccc(C(N)=O)cc3)c3ccccc3n2)cc1OC	-5.7	10.9	-10.5	-5.4	1.5	0.891	-3.7	1.1	-0.2
COc1ccc(COC(=O)C2=C(C)NC(=O)NC2c2cccc(Br)c2)cc1 (stereo not given)	-0.7	-1.8	-21.6	2.5	18.4	1.02	-3.0	1.22	-1.5
CCOC(=O)C1(Cc2cccc(OC)c2)CCN(CCO)CC1	-1.9	-10.5	-14.2	-2.4	0.4	1.1	-2.9	1.14	-0.5
Cc1onc(-c2c(F)cccc2Cl)c1C(N)=S	-4.6	5.7	9.4	0.7	-1.4	0.943	0.1	0.906	-1.1
COc1ccc(N(C)S(=O)(=O)c2cccc(C(=O)NCC(c3ccco3)N3CCCC3)c2)cc1 (stereo not given)	1.9	3.7	0.5	-5.7	1.1	0.963	-1.6	0.995	-0.2
